Assay outcomes (PubChem BioAssay)
Giardia FBPA inh – inhibitors of Giardia lamblia fructose-1,6-bisphosphate aldolase | purified Giardia FBPA | 290,000 tested, 0.71% active | Potency, µM (doses to about 59.6 µM), without a hit: at the highest dose activity, negative = inhibition, actives largely listed as inhibitors | A8B2U2; further: potency means the concentration at half of the fitted maximal effect; nearly all actives have a fitted effect of over 55% in size
Target sequence (A8B2U2 whole entry, looked up): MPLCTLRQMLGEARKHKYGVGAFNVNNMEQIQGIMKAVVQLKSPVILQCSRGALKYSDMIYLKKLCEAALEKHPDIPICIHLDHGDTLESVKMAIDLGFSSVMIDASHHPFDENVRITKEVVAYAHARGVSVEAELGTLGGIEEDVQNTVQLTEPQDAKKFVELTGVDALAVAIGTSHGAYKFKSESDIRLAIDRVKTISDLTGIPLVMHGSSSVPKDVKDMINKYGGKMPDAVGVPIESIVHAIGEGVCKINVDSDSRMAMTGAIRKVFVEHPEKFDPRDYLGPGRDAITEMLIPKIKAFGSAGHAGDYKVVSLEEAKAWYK
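Giardia FBPA (40 nM reagent) was preincubated 10 min at RT with compound (up to 57.5 uM final), then substrate plus GAPDH/TPI/NAD/arsenate coupling system with diaphorase/resazurin was added; resorufin fluorescence (525/598 nm) was read after 20 min.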
AmpC no deterg – AmpC beta-lactamase inhibition without detergent; P00811; AmpC nitrocefin hydrolysis, absorbance 480 nm, 0.0001% Triton; Potency, µM (highest dose often 57.1 µM), inactives show at the top dose activity change, negative = inhibition, usual class: inhibitors; 330,000 tested, 0.52% active; AID 485341;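 further: potency means the concentration at half of the fitted maximal effect; plate controls were no compound for no effect and no enzyme for full effect; nearly all actives have a fitted effect of over 20% in size; some results filed as inactive show a strong effect at the top dose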
Target sequence (P00811 whole entry, looked up): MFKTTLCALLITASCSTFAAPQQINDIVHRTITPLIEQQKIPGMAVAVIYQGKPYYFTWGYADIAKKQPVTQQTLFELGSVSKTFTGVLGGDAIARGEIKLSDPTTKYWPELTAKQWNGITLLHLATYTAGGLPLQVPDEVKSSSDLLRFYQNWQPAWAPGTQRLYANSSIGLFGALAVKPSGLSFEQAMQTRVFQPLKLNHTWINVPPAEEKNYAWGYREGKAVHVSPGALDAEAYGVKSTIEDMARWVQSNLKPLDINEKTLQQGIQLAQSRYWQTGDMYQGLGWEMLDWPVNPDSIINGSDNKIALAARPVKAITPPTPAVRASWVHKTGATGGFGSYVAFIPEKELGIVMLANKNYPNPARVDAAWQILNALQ
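AmpC (5.3 nM in the dispensed reagent) in 20 mM phosphate pH 7.0 with 0.01% (detergent screen) or 0.0001% Triton X-100 was preincubated with compounds for 15 min at room temperature. Nitrocefin was then added from an 800 uM solution, and hydrolysis was followed at 480 nm.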
HCMV antiviral – blocks human cytomegalovirus replication | HFF cells, HCMV-luciferase reporter, 72 h; stronger effect = lower value | activity change, negative = inhibition, % at 57.5 µM | 410,000 tested, 4.5% active; in the data active means activity change below about -60%; inconclusive means no clear call, values can overlap the other calls; inactive means above about -39%
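Human foreskin fibroblasts infected with luciferase-reporter HCMV at MOI 1 PFU/cell, compounds at two doses. Luciferase measured 72 h post infection; normalized to buffer-only basal and Salinomycin (10uM) controls.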
Sm TGR inh – blocks Schistosoma mansoni thioredoxin glutathione reductase; Q962Y6; purified TGR, DTNB reduction, TNB absorbance 405 nm; Potency, µM (titrated, usually from 114 µM), without a hit: at the top dose activity change, negative = inhibition, usual class: inhibitors; 360,000 tested, 3% active; AID 485364; further: potency means the concentration at half of the fitted maximal effect; nearly all actives have a fitted effect of over 60% in size
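Kinetic colorimetric format: TGR-catalysed, NADPH-driven DTNB reduction monitored via TNB absorbance. Enzyme dispensed at 20 nM; compound exposure 15 min at room temperature before reaction start.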
HCV inh – blocks hepatitis C virus. Huh7.5.1 HCVcc-Cre infection, luciferase reporter, 44 h. Potency, µM (top dose mostly 41.8 µM), for the others: top-dose activity change, negative = inhibition, most hits filed as inhibitors. 340,000 tested, 3.4% active; further: potency means the concentration at half of the fitted maximal effect
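Compounds are dispensed onto cells plated 4 h earlier at 1,000 per well, with HCVcc-Cre virus (about 0.5 moi) added next. Following 44 h of culture, luminescent signal is measured for 15 sec after 15 min with substrate at room temperature.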
AmpC detergent – blocks E. coli AmpC beta-lactamase in detergent assay; AmpC hydrolysis of nitrocefin, absorbance 480 nm, 0.01% Triton; Potency, µM (top dose mostly 114 µM), without a hit: at the top dose activity change, negative = inhibition, usual class: inhibitors; 370,000 tested, 0.041% active; AID 485294;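 further: potency means the concentration at half of the fitted maximal effect; 0% = no-compound wells and -100% = no-enzyme wells; nearly all actives have a fitted effect of over 25% in size; some results filed as inactive show a strong effect at the top dose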
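AmpC (5.3 nM in the dispensed reagent) in 20 mM phosphate pH 7.0 with 0.01% (detergent screen) or 0.0001% Triton X-100 was preincubated with compounds for 15 min at room temperature. Nitrocefin was then added from an 800 uM solution, and hydrolysis was followed at 480 nm.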
* = called active by the depositor; ? = inconclusive; · = not tested or not shown; & = joins results of further samples; [ ] = remark or other dose. Unless noted, the call rests on the fitted dose curve; in most records, active means well fitted curve in the direction sought with a large enough effect; inconclusive means small, poorly fitted or top-dose-only effect, or another doubt; inactive means no such curve, though single readings can be large; an effect the other way counts as inactive or inconclusive. Unless noted, on the % scale 0 is the no-effect control and ±100 the full control effect.

SMILES | Giardia FBPA inh | AmpC no deterg | HCMV antiviral | Sm TGR inh | HCV inh | AmpC detergent
COc1cc(C2NC(=O)NC(C)=C2C(=O)OCC2CCCO2)cc(OC)c1OC (centres undefined) | 2% | -8% | -32 | 8% | -11% | 1%
CCCCN(C)c1ncnc2c1cnn2-c1cccc(Cl)c1 | · | · | 87 | 5% | · | 4%
O=C(CC(Nc1ccc(F)cc1)c1ccccc1)c1ccccc1 (centres undefined) | -1% | -31% | ? | -8% | 0% | -10%
CCOc1cc(CN2CCC(CO)(Cc3cccc(C(F)(F)F)c3)CC2)ccc1OC | 0% | 89%[activator] | -26 | 4% | ? | 8%
COc1ccc(NC(=O)c2ccc3nc(-c4ccccc4)c(-c4ccccc4)nc3c2)c(OC)c1 | 3% | -14% | -35 | -2% | 10% | 1%
CCN1C(=O)C(C(=O)c2ccccc2)SC1=S (centres undefined) | -18% | -28% | · | -21% | -24% | 4%
Cc1cc(Cl)n2ncc(-c3ccccc3)c2n1 | -11% | -16% | ? | ? | ? | 4%
Cc1cc(Nc2ccccc2F)n2ncnc2n1 | -6% | -12% | 10 | 6% | -1% | ?
CSc1ncccc1C(=O)OC(C)C(=O)Nc1cccc(S(=O)(=O)N2CCOCC2)c1 (centres undefined) | · | -7% | 36 | · | ? | ·
O=C(Oc1cccc(NC(=O)c2cccs2)c1)c1cccc(S(=O)(=O)N2CCCC2)c1 | -5% | -59% | 51 | 1% | -17% | -6%
CC(=O)Nc1ccc(Cl)cc1C1COC(=O)C1=N (centres undefined) | 10% | -12% | 15 | 4% | 7% | ?
CCOc1cc(/C=C/c2nc3ccccc3s2)ccc1OCC(=O)N1CCOCC1 | 0% | 228%[activator] | -31 | -3% | ? | -9%
c1ncn(C23CC4CC(CC(C4)C2)C3)n1 | 0% | -11% | -10 | 0% | 6% | -15%
COCCN(CC1CCCN(C2Cc3ccccc3C2)C1)C(=O)CCC(N)=O (centres undefined) | 9% | 30% | 24 | -16% | ? | -12%
COc1ccc(CNC(=O)C2CCN(S(=O)(=O)c3cccc4nsnc34)CC2)cc1 | · | -19% | 18 | -9% | 10% | -1%
O=C(CSc1nnc(-c2cccnc2)o1)Nc1ccc(Br)cc1 | -9% | -3% | -10 | 11% | 12% | 3%
COc1cc(NS(=O)(=O)c2ccc(NC(=O)c3ccc(C(C)=O)cc3)cc2)nc(OC)n1 | · | · | -11 | 0% | · | 2%
CCc1ccc(CN2CCC(n3nccc3NC(=O)Cc3ccccc3)CC2)o1 | · | 26% | ? | -34% | · | 0%
Cc1cc(C)n(-c2nc3nonc3nc2-n2nc(C)cc2C)n1 | -12% | -12% | -24 | -9% | 6% | -1%
O=C(Cc1ccc(S(=O)(=O)N2CCCCC2)s1)Nc1cccc2ccccc12 | -4% | ? | 3 | -6% | 11% | ?
Cc1nnc(NC(=O)CSc2nccn2-c2ccc(Cl)cc2)s1 | · | · | -11 | -6% | · | 0%
CC(NC(=O)COC(=O)/C=C/c1ccc(Cl)cc1)c1ccccc1 (centres undefined) | 5% | 1%[11.4 µM] | -8 | 4% | 7% | ?
O=C(NCCc1c[nH]c2ccccc12)Nc1cccc2ccccc12 | -3% | -46% | -19 | 2% | ? | -9%
O=c1cc(Cc2nnc(SCc3ccccc3)n2-c2ccc(Cl)cc2)[nH]c(=O)[nH]1 | -3% | -2% | ? | -8% | 8% | -1%
Cc1ccc2c(CC(=O)N3CCN(c4cccc(Cl)c4)CC3)coc2c1C | · | · | 8 | 7% | · | 17%
CCOCCCNC(=O)NC12CC3CC(CC(C3)C1)C2 | -2% | -16% | 15 | -9% | 2% | -21%
COc1ccc(CN2CCN(C(=O)COc3cccc(C)c3)CC2)c(OC)c1 | ? | 99%[activator] | -3 | -1% | ? | 4%
Cc1oc2ncn(C)c(=O)c2c1C(=O)NCCCN1CCCCC1C (centres undefined) | · | · | 8 | -4% | · | 6%
CC(OC(=O)CCC1CCCC1)C(=O)Nc1ccccc1[N+](=O)[O-] (centres undefined) | · | -11% | 0 | 2% | 9% | -5%
CCC1CN(C(=O)N2CCC(C(=O)NCc3ccco3)CC2)c2cc(C)ccc2O1 (centres undefined) | · | 87%[activator] | 3&-8 | ? | ? | -4%&-6%
Cc1ccc(C2(c3ccccc3)NC(=O)N(CC(=O)NC3CCS(=O)(=O)C3)C2=O)cc1C (centres undefined) | · | 13% | -33 | 1% | 2% | 2%
CCN(CCC(=O)Nc1ccc(Br)c(C)c1)Cc1ccccc1 | -14% | 29% | -12 | -8% | ? | 4%
Cc1cccc(S(=O)(=O)Nc2nc3ccccc3nc2NCC2CCCO2)c1 (centres undefined) | 9% | -29% | -14 | -1% | 22% | -5%
CCOC(=O)C1(Cc2ccc(OC)cc2)CCN(C(=O)c2ccoc2C)CC1 | 2% | 89%[activator] | -28 | 7% | -2% | -8%
Cc1nc(C)c(C(=O)NCc2ccc(Cl)cc2)o1 | 3% | -20% | -38 | 0% | ? | -14%
O=C(C1COc2ccccc2O1)N1CCN(Cc2ccc3c(c2)OCO3)CC1 (centres undefined) | -1% | 48% | -21 | -19%[11.4 µM] | -17% | -13%
CCCCc1c(C(=O)O)cc(OC)cc1C(=O)O | 1% | -22% | 47 | 3%[11.4 µM] | -3% | 3%
CC(C)CSc1nc2c(c(=O)[nH]c(=O)n2C)n1CC(O)COc1cccc2ccccc12 (centres undefined) | 6% | 51% | 6 | 0% | 14% | ?
Cc1cc(C(=O)NNS(=O)(=O)c2ccc(C(C)(C)C)cc2)nn1C(C)(C)C | 5% | -35% | 29 | -1% | 11% | -6%
Cc1ccccc1OCC(=O)NCC(C)(C)N1CCOCC1 | · | 2% | -21 | 4% | -2% | -1%
CS(=O)(=O)N1N=C(c2ccco2)CC1c1ccc(Br)cc1 (centres undefined) | 6% | -12% | 32 | ? | 15% | -12%
Cc1cccc2cc(C#N)c(SCC(=O)N3CCC(C)CC3)nc12 | ? | -9% | -5 | 0% | ? | -1%
C=CCN(c1ccc(C(=O)Nc2ccc(NC(C)=O)cc2)cc1)S(C)(=O)=O | -5% | -23% | -30 | 6% | -1% | 2%
CCOc1ccc(NS(=O)(=O)c2cc(C(=O)NCCN3CCOCC3)ccc2C)cc1 | · | -9% | 25 | · | -5% | ·
O=C1C=C(Nc2ccccc2C(=O)O)c2ccccc2C1=O | 1.6µM* | -50% | 0 | ? | 9% | 1%
O=Cc1c(NCc2ccccc2)c2ccccc2[nH]c1=O | 9% | -20% | 2 | -22% | 10% | -13%
COc1ccc(N2CC(C(=O)NCCC3=CCCCC3)CC2=O)cc1 (centres undefined) | -8% | 23% | 0 | 0% | -3% | ?
COc1ccc(OCC(=O)N/N=C2\CCCc3ccccc32)cc1 | 4% | -16% | 1 | -7% | 5% | -6%

The closing 2 records of the part before come first, to join the parts:
SMILES | Giardia FBPA inh | AmpC no deterg | HCMV antiviral | Sm TGR inh | HCV inh | AmpC detergent
COc1ccc(N2CC(C(=O)NCCC3=CCCCC3)CC2=O)cc1 (centres undefined) | -8% | 23% | 0 | 0% | -3% | ?
COc1ccc(OCC(=O)N/N=C2\CCCc3ccccc32)cc1 | 4% | -16% | 1 | -7% | 5% | -6%
COc1ccccc1C(=O)Nc1c(C(=O)N2CCN(c3ccccc3F)CC2)oc2ccccc12 | · | · | -17 | 0% | · | -8%
CCOC(=O)c1cnc2c(C)c(C)ccc2c1NCCN1CCOCC1 | 10% | -2% | -12 | 6% | ? | ?
COc1cc(/C=C/C(=O)OCC(=O)c2ccccc2)cc(OC)c1OC | · | 2% | 24 | · | -9% | ·
COC(=O)CCCn1c(C)cc(C(=O)CCl)c1C | -1% | -6% | 15 | 7.9µM* | ? | 5%
O=C(NNC(=O)c1ccc(SCC2CCCO2)c([N+](=O)[O-])c1)c1ccc(F)cc1 (centres undefined) | -9% | -6% | -13 | 3% | -7% | ?
O=C(CCn1c(=O)c2ccccc2n(Cc2cccc(F)c2)c1=O)NCc1ccc2c(c1)OCO2 | · | · | 11 | 4% | · | 21%
CCOc1cccc(OCCOCCN2CCCC2)c1 | -9% | -8% | 32 | 9% | -19% | -15%
Cn1c(=O)n(C)c2cc(/C=N/NC(=O)c3ccncc3)ccc21 | -8% | -9% | · | 4% | · | 5%
N#Cc1ccccc1CSc1nnc(Cc2ccccc2)o1 | 0% | -18% | -1 | · | 9% | -7%
Cc1noc(C)c1COc1ccccc1C(=O)N1CCN(S(=O)(=O)c2cccc(Cl)c2)CC1 | · | 136%[activator] | 4 | -3% | -4% | -11%
COC(=O)c1cccc(Oc2cccc(Cl)n2)c1 | 0% | -25% | -9 | 1% | -2% | ?
O=C(c1cnc2ccccn2c1=O)N1CCc2ccccc21 | 6% | -8% | 49 | -2% | 13% | -11%

Quoted from the listing:
Sm TGR inh, O=C(CCn1c(=O)c2ccccc2n(Cc2cccc(F)c2)c1=O)NCc1ccc2c(c1)OCO2 stands at 4%
Sm TGR inh, O=C(c1cnc2ccccn2c1=O)N1CCc2ccccc21 stands at -2%

Following part:
SMILES | Giardia FBPA inh | AmpC no deterg | HCMV antiviral | Sm TGR inh | HCV inh | AmpC detergent
CCOC(=O)C1(CCc2ccccc2)CCN(Cc2c(O)cccc2OC)CC1 | -1% | 5% | -18 | 4% | ? | 7%
O=C1C(Nc2ccccc2)=C(N2CCCCC2)C(=O)c2ccccc21 | ? | -15% | -69* | 8.9µM* | 10µM* | -1%
COc1cnc(-c2ccccn2)[nH]c1=O | 3.5µM* | -11% | -12 | 3% | 14% | 7%
COc1ccccc1CNC(=O)C1CCCN(S(=O)(=O)c2cccc3nonc23)C1 (centres undefined) | -1% | 11% | 0 | ? | -1% | 5%

Reformatted: 4 of the compounds above.
canonical_smiles: CCOC(=O)C1(CCc2ccccc2)CCN(Cc2c(O)cccc2OC)CC1
  Giardia FBPA inh = -1%	AmpC no deterg = 5%	HCMV antiviral = -18	Sm TGR inh = 4%	HCV inh = ?	AmpC detergent = 7%
canonical_smiles: O=C1C(Nc2ccccc2)=C(N2CCCCC2)C(=O)c2ccccc21
  Giardia FBPA inh = ?	AmpC no deterg = -15%	HCMV antiviral = -69*	Sm TGR inh = 8.9µM*	HCV inh = 10µM*	AmpC detergent = -1%
canonical_smiles: COc1cnc(-c2ccccn2)[nH]c1=O
  Giardia FBPA inh = 3.5µM*	AmpC no deterg = -11%	HCMV antiviral = -12	Sm TGR inh = 3%	HCV inh = 14%	AmpC detergent = 7%
canonical_smiles: COc1ccccc1CNC(=O)C1CCCN(S(=O)(=O)c2cccc3nonc23)C1 (centres undefined)
  Giardia FBPA inh = -1%	AmpC no deterg = 11%	HCMV antiviral = 0	Sm TGR inh = ?	HCV inh = -1%	AmpC detergent = 5%
